# ATXN2 expr inh: Primary qHTS for Inhibitors of ATXN expression; Potency, µM (titrated, usually from 57 µM), inactives show at the top dose activity change, negative = inhibition, actives largely listed as inhibitors; 360,000 compounds, 0.72% hits; HEK-293 ATXN2-luciferase reporter, luminescence, 24 h; also: potency is read from the fitted curve at half-maximal effect; % is scaled to controls: 0 for no effect and ±100 for the full control effect; nearly all actives have a fitted effect of over 55% in size
#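 qHTS (up to 57 uM final) was run with 24 h compound exposure of reporter cells at 37 °C. Each well was multiplexed: SteadyGlo luminescence measured ATXN2-luciferase expression after a fluorogenic Gly-Phe-AFC viability readout (25 uM final).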
# HT1080-NT tox: qHTS for induction of synthetic lethality in tumor cells producing 2HG: qHTS for the HT-1080-NT fibrosarcoma cell line; Potency, µM (highest dose often 46.1 µM), without a hit: at the highest dose activity, negative = less viability, hits mostly cytotoxic; 360,000 compounds, 1.6% hits; AID 686970, 2013; HT-1080-NT fibrosarcoma viability, CellTiter-Glo ATP luminescence, 48 h;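 also: NT is the 2HG producing partner of a matched IDH1 knockdown line; potency is read from the fitted curve at half-maximal effect; 0% = DMSO-treated cells and -100% = media-only wells without cells; nearly all actives have a fitted effect of over 55% in size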
#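 Viability of the 2HG-overproducing fibrosarcoma line after 48 hours of compound exposure at 37 degrees C was determined by luminescence with CellTiter-Glo, and concentration-effect curves were then fitted and categorized.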
# IL-1B inflam inh: qHTS for Inhibitors of Inflammasome Signaling: IL-1-beta AlphaLISA Primary Screen. activity change, % at 57.5 µM. AID 743279, 2014. THP-1 LPS/ATP IL-1B secretion, AlphaLISA, 16 h; active compounds read low. 360,000 compounds, 4.7% hits; in the data active = activity change below about -50%; inconclusive = mostly about -30% to -49%; also: % is scaled to controls: 0 for no effect and ±100 for the full control effect
#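 THP-1 cells pretreated 1 hr with compounds (up to 57.5 uM final), then stimulated with LPS (250 ng/mL final) plus ATP (1.25 mM final); secreted IL-1B measured by AlphaLISA after 16 hr, decreased signal indicating inhibition.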
# SW480 rerep: A quantitative high throughput screen for small molecules that induce DNA re-replication in SW480 colon adenocarcinoma cells; SW480 DNA re-replication, Hoechst DNA content imaging, 48 h; Potency, µM (highest dose often 46.1 µM), for inactives: at the highest dose re-replication activation, actives largely listed as activators; 340,000 compounds, 1.8% hits; also: potency is read from the fitted curve at half-maximal effect; % of control where 0% means no effect; nearly all actives have a fitted effect of over 55% in size
#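 Cells (250 per well) received 23 nL compound or DMSO by pin tool and were kept 48 hr at 37 C, 5% CO2. Nuclei were then stained with Hoechst for 40 min and scanned for DNA content.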
# HT1080 IDH1KD tx: qHTS for induction of synthetic lethality in tumor cells producing 2HG: qHTS for the HT-1080-IDH1KD cell line. 360,000 compounds, 2% hits. HT-1080 IDH1 knockdown viability, ATP luminescence, 48 h. Potency, µM (highest dose often 46.1 µM), without a hit: top-dose activity, negative = toxicity, actives largely listed as cytotoxic;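 also: potency is read from the fitted curve at half-maximal effect; 0% = DMSO wells and -100% = cell-free medium wells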
#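 CellTiter-Glo luminescence after 48 h compound exposure at 37 degrees C of IDH1-knockdown HT-1080 cells in 5% FBS RPMI. %Activity scaled between DMSO wells and cell-free media wells, with curves fitted and assigned curve classes.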
# KB-V1 MDR tox: qHTS assay for MDR1-selective chemotherapeutics: Primary screen using the drug-selected MDR subline cells KB-V1; KB-V1 MDR cells viability, CellTiter-Glo, 72 h; 400,000 compounds, 3.4% hits; Potency, µM (highest dose often 46.1 µM), for inactives: top-dose activity change, negative = cytotoxicity, actives largely listed as cytotoxic; also: potency is read from the fitted curve at half-maximal effect; % is scaled to controls: 0 for no effect and ±100 for the full control effect; nearly all actives have a fitted effect of over 60% in size
#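 Cytotoxicity via CellTiter-Glo luminescence after 72 h compound exposure at 37 degrees C. Cells: drug-selected KB-V1 line, DMEM phenol-red free plus 10% FBS. Compounds tested at multiple concentrations; normalized data fitted to concentration-effect curves.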
# KB-3-1 tox: qHTS assay for MDR1-selective chemotherapeutics: Primary screen using the parental adenocarcinoma cell KB-3-1; KB-3-1 viability, CellTiter-Glo ATP luminescence, 72 h; Potency, µM (titrated, usually from 46.1 µM), for inactives: top-dose activity change, negative = cytotoxic, actives largely listed as cytotoxic; 400,000 compounds, 1.4% hits; also: potency is read from the fitted curve at half-maximal effect; % is scaled to controls: 0 for no effect and ±100 for the full control effect; nearly all actives have a fitted effect of over 60% in size
#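 Screening of KB-3-1 cells (DMEM, 10% FBS, phenol-red free) ran from lowest to highest compound concentration; after 72 h at 37 °C viability was read luminescently and curves fitted.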
# MCF10A rerep: A quantitative high throughput screen for small molecules that induce DNA re-replication in MCF 10a normal breast cells; MCF 10A DNA re-replication, Hoechst nuclear intensity, 48 h; 350,000 compounds, 2.9% hits; Potency, µM (series often up to 46.1 µM), for the others: at the highest dose activity, positive = re-replication, actives largely listed as activators; AID 624296, 2012; also: potency is read from the fitted curve at half-maximal effect; % of control where 0% means no effect; nearly all actives have a fitted effect of over 50% in size
# S2 tox: Viability Counterscreen for Primary qHTS for Inhibitors of ATXN expression; 400,000 compounds, 0.49% hits; Potency, µM (doses to about 56.7 µM), usual class: cytotoxic; S2 cells (HEK-293 line with an ATXN2-luciferase reporter) viability, CellTiter-Fluor protease fluorescence, 24 h; also: potency is read from the fitted curve at half-maximal effect; nearly all actives have a fitted effect of over 40% in size
# * = called active by the depositor; i = inactive; ? = inconclusive; · = no result given; & = joins results of further samples; [ ] = dose if it differs, or a comment. Unless noted, calls follow the shape of the dose curve; as a rule, active = well fitted curve in the direction sought with a large enough effect; inconclusive = small, poorly fitted or top-dose-only effect, or another doubt; inactive = no such curve, though single readings can be large; an effect the other way counts as inactive or inconclusive.
SMILES,ATXN2 expr inh,HT1080-NT tox,IL-1B inflam inh,SW480 rerep,HT1080 IDH1KD tx,KB-V1 MDR tox,KB-3-1 tox,MCF10A rerep,S2 tox
COc1cccc(/C=N\NC(=O)c2cc(OCC(F)(F)F)ccc2OCC(F)(F)F)c1,-8%,-5%,-6,-1%,6%,14%,26%,-4%,i
N=C(N)N=Nc1c(O)[nH]c2ccc(Br)cc12,-19%,-27%,-24,-7%,-7%,26%,9%,-16%,i
O=C(c1ccccc1Sc1c(Cl)cccc1[N+](=O)[O-])N1CCOCC1,-7%,1%,-11,-3%,-1%,?,9%,5%,i
COC(=O)c1ccc(-c2csc(NC(=O)c3ccc(S(=O)(=O)N4CCc5ccccc5C4)cc3)n2)cc1,?,-2%,-1,?,-7%,-26%,0%,-2%,i
Cc1cccc(-n2c(O)c(/C=N/NC(=O)c3ccccc3Cl)c3ccccc3c2=O)n1,-14%,-23%,38,?,?,-20%,?,16%,i
CCCOc1ccc(/C=N/Nc2ccccc2[N+](=O)[O-])c(OCCC)c1,12%,-11%,-2,-56%[inhibitor],-10%,-14%,13%,?,i
Cc1ccc(NC(=O)c2cc(S(=O)(=O)N3CCOCC3)cs2)cc1,-14%,0%,-18,3%,-10%,-13%,-5%,0%,i
O=C(OCC(O)C(O)C(O)COC(=O)c1ccccc1)c1ccccc1 (configuration not stated),2%,0%,0,-22%,1%,1%,0%,1%,i
CCn1cc([N+](=O)[O-])c(C(=O)NCc2ccc3c(c2)OCO3)n1,7%,12%,3,-25%,10%,0%,9%,-19%,i
CCn1nc(C)c(CCN(C)C(=O)Nc2cc(OC)c(OC)c(OC)c2)c1C,13%,·,·,·,·,0%,-3%,·,i
NC(=O)c1ccccc1NC(=O)COC(=O)C1(c2ccccc2)CC1,-1%,2%,-4,-2%,-19%,-9%,-7%,14%,i
C=C(C)C1CC=C(C)/C(=N/NC(=O)COc2ccc(C)cc2)C1 (configuration not stated),?,11%,1,-1%,-2%,-3%,-17%,8%,?
Cc1ccc(-c2nc3cc(NS(=O)(=O)c4ccc(C)cc4)ccc3o2)cc1,19%,?,15,?,?,1%,2%,?,i
CCN1C(=O)[C@H]2[C@@H](c3ccc(-c4ccc(Cl)c(Cl)c4)c(OC)c3)N[C@@](C)(C(=O)OC)[C@H]2C1=O,-19%,-5%,-17,-3%,2%,0%,-26%,?,i
O=C(NCc1cccnc1)C1CCN(S(=O)(=O)c2cc([N+](=O)[O-])ccc2Cl)CC1,-6%,0%,8,-4%,-15%,-5%,-19%,11%,i

# 3 entries already listed, sorted by the number in SW480 rerep, ascending:
molecule | IL-1B inflam inh | SW480 rerep
N=C(N)N=Nc1c(O)[nH]c2ccc(Br)cc12 | -24 | -7%
O=C(c1ccccc1Sc1c(Cl)cccc1[N+](=O)[O-])N1CCOCC1 | -11 | -3%
Cc1ccc(NC(=O)c2cc(S(=O)(=O)N3CCOCC3)cs2)cc1 | -18 | 3%

# Next part:
SMILES,ATXN2 expr inh,HT1080-NT tox,IL-1B inflam inh,SW480 rerep,HT1080 IDH1KD tx,KB-V1 MDR tox,KB-3-1 tox,MCF10A rerep,S2 tox
CC1CCCC(C)N1CC(O)COCC1COc2ccccc2O1 (configuration not stated),-3%,0%,0,18%,1%,-20%,-1%,-11%,i
O=C(N/N=C/C1CCCCC1)c1ccccn1,36%,12%,-9,-10%,3%,8%,13%,0%,i
O=C(Nc1ccc(-c2n[nH]c(=S)o2)cc1)c1ccccc1Cl,·,11%,36,-3%,0%,1%,1%,-7%,i
Cc1cccc(S(=O)(=O)N(C)C[C@@H]2OCc3cnnn3CCCC(=O)N([C@H](C)CO)C[C@H]2C)c1,6%,7%,-9,·,-4%,0%,13%,·,i
CC(C)(C)C(=O)NCCCC(=O)O,0%,·,·,-3%,·,·,·,-1%,i
CCCCCC(=O)NC(=S)NNC(=O)c1ccc([N+](=O)[O-])cc1,0%,-21%,43,·,?,?,-16%,1%,?
CC(=O)N1CCN(S(=O)(=O)c2cccc(C(=O)N(Cc3ccccc3)c3ccc(C)cc3)c2)CC1,3%,1%,-7,0%,5%,6%,13%,5%,i
COc1ccc(NC(=O)CCS(=O)(=O)c2cc3c4c(c2)CCN4C(=O)CC3)c(OC)c1,7%,·,·,·,·,18%,15%,·,i
FC(F)(F)c1cc(-c2cccs2)nc(-n2cc(Cl)cn2)n1,-19%,0%,-1,-4%,-3%,-12%,-1%,-1%,i
C[C@H](NC(=O)[C@@H]1CCCN1C(=O)[C@@H]1CCCN1C(=O)c1ccc(Cl)cc1)c1ccccc1,-10%,14%,11,·,0%,4%,23%,·,?
CCOC(=O)Cn1nc(/C=C/c2ccc(C(C)C)cc2)ccc1=O,24%,-3%,-28,1%,-1%,-8%,?,?,i
N#Cc1ccc(N2CCN(C(=O)c3cccs3)CC2)c(F)c1,-3%,12%,-9,-4%,24%,?,3%,1%,i
CCOC(=O)C1(Cc2ccccc2)CCCN(CCO)C1 (configuration not stated),-18%,-9%,0,2%,0%,-14%,0%,?,i
COC(=O)c1c(NC(=O)CCCOc2ccccc2)sc2c1CCC(C)C2 (configuration not stated),1%,·,·,·,·,-12%,6%,·,?
CCCc1nnc(SCc2ccc(OCC)cc2)n1N,3%,8%,10,-5%,24%,0%,6%,4%,i
CCCn1c(CN2CCN(C(=O)c3ccco3)CC2)nc2cc(S(=O)(=O)N(C)C)ccc21,-16%,-3%,-3,10%,-2%,-25%,0%,11%,i
COc1cc(C(=S)N2CCOCC2)ccc1OC(=O)c1ccccc1C,-20%,-17%,-7,18µM*,-5%,5%,10%,6%,i
COc1cc(OC)cc(-c2cc(N3C(=O)Nc4ccccc4N3O)n[nH]2)c1,-5%,6%,3,-7%,-2%,-1%,2%,0%,i
Nc1nc(N)c(S(=O)(=O)c2ccccc2)c(Nc2ccc(F)cc2)n1,-2%,·,·,·,·,-28%,-11%,·,i
COc1cc(CN(C(=O)c2oc3ccccc3c2C)C2CCS(=O)(=O)C2)cc(OC)c1OC (configuration not stated),7%,·,·,·,·,25%,5%,·,i
COc1ccc2oc(=O)c(C(=O)NCCc3c(C)[nH]c4c(Cl)cccc34)cc2c1,2%,·,·,·,·,?,-9%,·,i
CCC(C)C(NC(=O)/C(=C\c1ccccc1)NC(=O)c1ccc(OC)cc1)C(=O)O (configuration not stated),-16%[11.3 µM],3%,11,-8%,22%,12%,10%,2%,i
O=C(CSc1nc2ccccc2s1)NNC(=S)Nc1ccccc1,7%,11%,9,?,14%,-27%,-1%,?,i
CCOc1ccc(OCCCC(=O)NC2=NCCS2)cc1,9%,0%,5,-4%,-4%,-4%,3%,-3%,i
COc1ccc(NC(=O)/C(Cl)=C(/Cl)S(=O)Cc2ccccc2Cl)cn1 (configuration not stated),0.84µM*,1.3µM*,-107*,?,16µM*,?,18µM*,1µM*,0.6µM*
COc1ccc(N2CCN(c3ncnc4sc(C(=O)NCC5CCCO5)c(C)c34)CC2)cc1 (configuration not stated),-11%,-2%,12,0%,2%,?,-1%,?,i
CCOC(=O)c1ccccc1NC(=O)CN(c1cc(C(F)(F)F)ccc1Cl)S(C)(=O)=O,4%,·,·,·,·,-1%,9%,·,i
O=C(COc1ccc(C(=O)c2ccc(F)cc2)cc1)Nc1cccc(S(=O)(=O)N2CCOCC2)c1,0%,-12%,?,-2%,-13%,12µM*,-12%,10%,?
Cc1cc(N/C(=N/S(=O)(=O)c2cc(F)ccc2F)c2ccccc2)n(-c2ccccc2)n1,·,-10%,?,-40%[inhibitor],-3%,-22%,0%,10%,i
Cc1nc2cc(-c3ccc(Cl)cc3)nn2c(C)c1CCC(=O)N1CCN(c2ccccc2)CC1,2%,·,·,·,·,?,20%,·,i
Cc1cccc(CCNC(=O)CCS(=O)(=O)c2cc3c(cc2Cl)NC(=O)CO3)c1,-9%&-11%,17%,21,-5%,?,-19%&-8%,0%&11%,1%,i
Cn1nc(C(C)(C)C)c(NC(=O)c2cccs2)c1C(C)(C)C,11%,-2%,-9,-27%,-1%,3%,3%,3%,i
CCN1CCN(c2ccc(NC(=O)c3ccc4c(c3)[nH]c(=O)n4Cc3ccc(F)cc3)cc2)CC1,-19%,-19%,29,?,-23%,-15%,-18%,?,?
CC1CCCCC1NS(=O)(=O)c1ccc(S(=O)(=O)N2CCCC2)cc1 (configuration not stated),-14%,0%,22,25%,5%,?,-8%,1%,i
COC(=O)c1cc(OC)c(OC)cc1NC(=O)Cc1cccs1,-1%,9%,2,-6%,6%,-20%,0%,-8%,i
COC(=O)/C=C/c1ccc2c(c1)S(=O)(=O)N(c1cccc(OC)c1)[C@H]2CC(=O)OC,-4%,-1%,35,20%[9.22 µM],-4%,?,0%&12%,18%,i
Nc1nccnc1C(=O)OCC(=O)c1ccc[nH]1,4%,15%,3,-1%,13%,2%,-8%,0%,i
O=S(=O)(Nc1cccc(-c2cn3ccsc3n2)c1)c1ccc(F)cc1,1%,-7%,-18,-5%,-11%,?,-2%,10%,i
CCOc1ccc(NC(=O)C(=O)NCCc2csc(-c3ccc(F)cc3)n2)cc1,-7%,·,·,·,·,-12%,-8%,·,i
CCN(CC(=O)Nc1c(F)cccc1F)C(=O)COc1ccc2c(C)cc(=O)oc2c1,-8%,14%,-13,4%,25%,-15%,23%,0%,i
COCCCNC(=O)C[C@H]1C[C@H](C(=O)N(C(C)C)C(C)C)[C@@]2(C)c3[nH]c4ccc(Cl)cc4c3CCN2C1=O,-22%,-8%,5,-56%[inhibitor],1%,14%,-20%,-1%,i

# From PubChem
